Bioassay records (PubChem BioAssay)
ALDH1A1 block: inhibitors of human aldehyde dehydrogenase 1A1 | Purified ALDH1A1, NADH fluorescence, propionaldehyde substrate | Potency, µM (doses to about 75.3 µM), inactives show top-dose activity, negative = inhibition, most hits filed as inhibitors | 220,000 compounds, 7.3% hits; active means well fitted inhibition curve with a large enough effect, not every such curve was filed as active; inconclusive means small, poorly fitted or top-dose-only effect, or another doubt; inactive means no such curve, though single readings can be large or run the other way;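 further: plate controls were no enzyme wells and a reference inhibitor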
Target sequence (P00352 whole entry, looked up): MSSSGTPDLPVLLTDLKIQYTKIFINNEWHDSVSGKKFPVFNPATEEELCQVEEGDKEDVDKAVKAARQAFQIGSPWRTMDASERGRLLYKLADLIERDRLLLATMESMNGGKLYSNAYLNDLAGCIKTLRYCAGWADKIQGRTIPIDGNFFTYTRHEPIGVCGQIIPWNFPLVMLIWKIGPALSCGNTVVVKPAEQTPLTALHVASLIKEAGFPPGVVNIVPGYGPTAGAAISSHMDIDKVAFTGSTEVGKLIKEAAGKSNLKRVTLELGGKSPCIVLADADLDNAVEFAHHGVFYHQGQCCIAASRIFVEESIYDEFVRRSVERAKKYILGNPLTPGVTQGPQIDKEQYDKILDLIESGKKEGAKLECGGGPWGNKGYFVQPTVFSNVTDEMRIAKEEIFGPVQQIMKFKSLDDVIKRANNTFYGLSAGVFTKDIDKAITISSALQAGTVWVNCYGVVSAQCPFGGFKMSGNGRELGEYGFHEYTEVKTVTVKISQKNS
aGlu spleen mod: inhibitors or activators of human alpha-glucosidase in spleen homogenate; P10253; human spleen homogenate, 4-MU-alpha-glucoside fluorescence; Potency, µM (highest dose often 79.9 µM), for the others: at the highest dose activity change, negative = inhibition, usual class: inhibitors; 240,000 compounds, 0.006% hits;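 further: 0% = enzyme with vehicle and -100% = no enzyme basal signal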
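AC50 values come from Hill-equation fits of concentration-response data, normalized to no-enzyme and full-activity controls. Enzyme source: 1 ug human spleen homogenate; 1 mM fluorogenic 4-MU glucoside, pH 5.0 citrate buffer, 37 C, 40 min.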
GLA spleen mod: inhibitors or activators of human alpha-galactosidase in spleen homogenate | human spleen homogenate, 4MU-alpha-Gal fluorescence, 40 min | Potency, µM (series often up to 80 µM), for inactives: at the highest dose activity change, negative = inhibition, most hits filed as inhibitors | 240,000 compounds, 0.008% hits | AID 2107;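 further: 0% = enzyme with vehicle and -100% = no enzyme basal signal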
Target sequence (P06280 32-429 limits assumed): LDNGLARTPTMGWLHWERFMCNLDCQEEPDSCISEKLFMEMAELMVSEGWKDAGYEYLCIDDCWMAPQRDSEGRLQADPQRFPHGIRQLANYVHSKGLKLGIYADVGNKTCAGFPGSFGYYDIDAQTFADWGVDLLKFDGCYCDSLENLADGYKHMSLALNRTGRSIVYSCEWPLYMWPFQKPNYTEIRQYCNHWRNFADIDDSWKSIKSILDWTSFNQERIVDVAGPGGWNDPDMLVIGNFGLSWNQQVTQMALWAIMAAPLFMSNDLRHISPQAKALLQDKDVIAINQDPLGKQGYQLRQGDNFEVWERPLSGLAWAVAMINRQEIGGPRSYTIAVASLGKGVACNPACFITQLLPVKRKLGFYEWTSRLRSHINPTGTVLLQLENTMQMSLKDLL
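Spleen homogenate 1 ug + cpd (titration) + 4-MU-alpha-D-galactopyranoside 1 mM; 37C 40 min; 50 mM citrate/phosphate pH 5.0, 0.01% Tween-20; stop pH 10; fluorescence 365/440; AC50 via Hill.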
An asterisk follows results filed as active; ? = inconclusive; nt = no result given; & = joins results of further samples. Unless noted, the call rests on the fitted dose curve; in most records, active means well fitted curve in the direction sought with a large enough effect; inconclusive means small, poorly fitted or top-dose-only effect, or another doubt; inactive means no such curve, though single readings can be large; an effect the other way counts as inactive or inconclusive. Potency means the concentration at half of the fitted maximal effect.

SMILES	ALDH1A1 block	aGlu spleen mod	GLA spleen mod
Nc1ccc(-c2ccc(N)c(N)c2)cc1N	nt	1%	3%
CCOP(=S)(OCC)SCSc1ccc(Cl)cc1	nt	2%	-7%
COc1cc2c(c3oc4cccc(O)c4c(=O)c13)C1C=CO[C@@H]1O2 (some centres undefined)	nt	0%	-2%
ClP(Cl)(Cl)(Cl)Cl	nt	-2%	-1%
CCOCCOC(C)=O	?	-7%	22%
Oc1c(Cl)c(Cl)cc(Cl)c1Cl	-9%	3%	0%
CC(C)OS(C)(=O)=O	?	-2%	3%
C=CCO	-3%	2%	-3%
CCOP(=S)(OCC)Oc1ccc([N+](=O)[O-])cc1	16µM*	9%&5%	7%&11%
C=CC(=O)OCC(CC)CCCC (centres undefined)	-4%	-8%	-7%
C/C=C/CC#N	1%	1%	3%
N#CC(Br)Br	?	5%	4%
Clc1cccc(Cl)c1Cl	7%	-2%	7%
CC(=O)[O-].CC(=O)[O-].CC(=O)[O-].[Cr+3]	6%	-8%	3%
NNC(N)=S	?	-9%	0%

Compounds listed so far that contain a Cl atom:
SMILES	ALDH1A1 block	aGlu spleen mod	GLA spleen mod
CCOP(=S)(OCC)SCSc1ccc(Cl)cc1	nt	2%	-7%
ClP(Cl)(Cl)(Cl)Cl	nt	-2%	-1%
Oc1c(Cl)c(Cl)cc(Cl)c1Cl	-9%	3%	0%
Clc1cccc(Cl)c1Cl	7%	-2%	7%

(cont.)
SMILES	ALDH1A1 block	aGlu spleen mod	GLA spleen mod
c1ccc(CN2CCC3(CCNCC3)CC2)cc1	?	-1%	2%
CC(C)NC(=O)N1CCCC2(CCN(C(=O)Oc3ccccc3)CC2)C1	3%	-1%	-14%
Cc1ccc(N)c(C)c1	-1%	0%	5%
O=C(Nc1cccc(F)c1)N1CC2(CCN(C(=O)Oc3ccccc3)CC2)C1	-9%	-4%	1%
BrC(Br)Br	1%	5%	-9%
CCOC(=O)c1ccccc1N	?	-9%	5%
O=Cc1ccc2c(c1)OCO2	?	-1%	4%
Cc1ccccc1O	2%	-8%	-7%
O=[N+]([O-])c1cccc2c([N+](=O)[O-])cccc12	7%	11%	3%
N#Cc1ccc(CN2CC[C@@]3(CCCNC3)C2)cc1	-8%	-6%	-2%
O=C(Cl)/C=C/C(=O)Cl	16%	8%	0%
NC(=S)Nc1ccccc1	3%&19%	-8%&3%	-1%&-3%
C=CC(=O)OC	13%	-9%	-8%
Clc1ccc2ccccc2c1	-5%	-8%	-3%
COC(=O)N1CCC2(CCN(CC(C)C)CC2)CC1	2%	-6%	-7%
Cc1cc(C)cc(OP(=O)(Oc2cc(C)cc(C)c2)Oc2cc(C)cc(C)c2)c1	?	5%	-9%
O=[N+]([O-])c1ccc(Cl)cc1	4%	8%	-10%
c1cnc(N2CC3(CCNCC3)C2)nc1	?	2%	-10%
CCCCCl	13%	3%	-8%
CCCCCCCC(=O)Cl	?	-7%	1%
CCOP(=S)(OCC)Oc1cc(C)nc(C(C)C)n1	?	-5%	1%
ClC1=C(Cl)C(Cl)(Cl)C(Cl)=C1Cl	28µM*	-6%	-7%
c1cnc(N2CC[C@@]3(CCCNC3)C2)nc1	?	-6%	0%
Clc1ccc(C(c2ccc(Cl)cc2)C(Cl)Cl)cc1	1%	1%	-1%
Clc1ccccc1Cl	0%	3%	14%
CC(C)NC(=O)N1CCC2(CC1)CCN(C(=O)Oc1ccccc1)CC2	8%	-5%	-10%
O=S(=O)(O)F	-82%	9%	5%
N#CC(Cl)(Cl)Cl	20µM*	2%	4%
O=C(c1ccncc1)N1CCC2(CC1)CN(Cc1ccccc1)C2	-1%	-5%	-6%
C[C@]12CCC(=O)C[C@@H]1CC[C@@H]1[C@@H]2CC[C@]2(C)[C@@H](O)CC[C@@H]12	-12%	12%	6%
O=C(O)C(Cl)(Cl)Br	-12%	0%	-1%
ClC(Cl)Br	3%	6%	3%
OCC(Br)CBr (centres undefined)	?	-4%	0%
COC1=CC(=O)OC(CCc2ccccc2)C1 (centres undefined)	-9%	-8%	-8%
CC(C)(OO)c1ccccc1	?	-1%	-1%
CC(C)CN1CC[C@@]2(CCCN(C(=O)c3ccncc3)C2)C1	-5%	1%	-1%
BrCC(Br)(Br)Br	2µM*	0%	-6%
CS(=O)(=O)N1CCC2(CCCN(Cc3ccncc3)C2)CC1	2%	-10%	5%
C=CCOCC1CO1 (centres undefined)	?	-1%	-1%
CC(=O)NNc1ccccc1	-5%	3%	-3%
CCCCNC(=O)n1c(NC(=O)OC)nc2ccccc21	?	-4%	3%
O=C(Oc1ccccc1)N1CCC2(CC1)CCN(C(c1ccccc1)c1ccccc1)CC2	-2%	-8%	4%
[N-]=[N+]=[N-]	18µM*	-6%	0%
CC(C)(C)c1cc(O)ccc1O	3.5µM*	6%&11%	6%&6%
O=c1ccc(=O)[nH][nH]1	?	8%	-1%
COc1ccc(NC(=O)N2CCC3(CC2)CCN(C(=O)Oc2ccccc2)CC3)cc1	10µM*	2%	-8%
C/C=C/C=O	-2%	8%	7%
COC(=O)C(c1ccccc1)C1CCCCN1 (centres undefined)	?	1%	3%
O=C(Oc1ccccc1)N1CCC2(CCCN(Cc3ccccc3)C2)CC1	?	-14%	4%
c1csc(CN2CC3(CCNCC3)C2)n1	0%	0%	6%
Clc1ccc(Cl)c(Cl)c1	1%	1%	1%
CC(C)CC(C)N (centres undefined)	?	8%	3%
Oc1ccc(Cl)cc1Cl	-5%	0%	-17%
c1ccc(CN2CC[C@@]3(CCCNC3)C2)cc1	6%	-5%	4%
O=[N+]([O-])c1cccc(O)c1	?	-3%	0%
C=CC(=O)OCC(C)C	16%	-5%	12%
CC(=O)CCc1ccccc1	25µM*	2%	0%
O=C(O)C(Br)Br	?	-7%	0%
CCC(C)=O	?	-7%	9%
Clc1ccccc1-c1cncnc1NCCc1cnc[nH]1	6%	5%	-5%

(list continues)
SMILES	ALDH1A1 block	aGlu spleen mod	GLA spleen mod
Clc1cc(Cl)c(Cl)c(Cl)c1	?	-10%	2%
CCOP(=S)(OCC)SCSC(C)(C)C	?	-3%	11%
O=NN(CCO)CCO	?	2%	2%
CCCCC(CC)COC(=O)c1ccc(C(=O)OCC(CC)CCCC)c(C(=O)OCC(CC)CCCC)c1 (centres undefined)	?	12%	9%
N#Cc1ccc(CN2CCCC3(CCN(C(=O)Oc4ccccc4)CC3)C2)cc1	?	-10%	5%
C=CC1CC=CCC1 (centres undefined)	22µM*	0%	1%
CC(C)[N+](=O)[O-]	0%	-3%	-5%
C=C(C)C#N	-8%	4%	6%
Cc1noc(C)c1C(=O)N1CCC[C@@]2(CCN(CC(C)C)C2)C1	-7%	-7%	-1%
O=C(O)C1C(C(=O)O)C2(Cl)C(Cl)=C(Cl)C1(Cl)C2(Cl)Cl (centres undefined)	?	-2%	8%
O=[N+]([O-])c1c2ccccc2cc2ccccc12	-9%	13%	3%
COc1ccccc1[N+](=O)[O-]	25µM*	0%	-14%
OCCBr	5%	-1%	3%
Nc1ccc(-c2ccccc2)cc1	3%	-5%	5%
ClC(Cl)C(Cl)Cl	12%	0%	2%

Arranged by SMILES length (highest first): some entries from above.
SMILES	ALDH1A1 block	aGlu spleen mod	GLA spleen mod
CCCCC(CC)COC(=O)c1ccc(C(=O)OCC(CC)CCCC)c(C(=O)OCC(CC)CCCC)c1 (centres undefined)	?	12%	9%
O=C(O)C1C(C(=O)O)C2(Cl)C(Cl)=C(Cl)C1(Cl)C2(Cl)Cl (centres undefined)	?	-2%	8%
ClC(Cl)C(Cl)Cl	12%	0%	2%
O=NN(CCO)CCO	?	2%	2%

Continued:
SMILES	ALDH1A1 block	aGlu spleen mod	GLA spleen mod
Nc1ccc(Cc2ccc(N)c(Cl)c2)cc1Cl	4%	0%	2%
Cc1ccc(N)cc1N	2%	-2%	-1%
C=CC(=O)OCCO	0%	13%	7%
CC(C)OC(=O)Cc1ccccc1	-8%	3%	4%
CCCCCOC(=O)c1ccccc1C(=O)OCCCCC	-4%	2%	3%
Cc1cccc(C)c1N	-5%	-10%	7%
CC[N+](=O)[O-]	5%	9%	-12%
O=C(Oc1ccccc1)N1CCC2(CCN(Cc3ccccc3)CC2)CC1	?	-6%	0%
ClCC(Cl)CCl	14%	7%	-5%
CSSC	3%	-6%	2%
O=C(O)C(Cl)(Cl)Cl	11%	5%&12%	2%&12%
Nc1ccc(Cl)cc1	2%	4%	1%
c1ccc(-c2ccccc2)cc1	?	3%	3%
CN(C)C(=O)Nc1ccc(Cl)cc1	14%	2%	3%
COc1ccc(C=O)cc1OC	11µM*	4%	-8%

Compound profiles, as listed above. Screens in order: ALDH1A1 block	aGlu spleen mod	GLA spleen mod
C=CC(=O)OCCO reads 0%	13%	7%
CC[N+](=O)[O-] reads 5%	9%	-12%
CN(C)C(=O)Nc1ccc(Cl)cc1 reads 14%	2%	3%
O=C(O)C(Cl)(Cl)Cl reads 11%	5%&12%	2%&12%
Cc1ccc(N)cc1N reads 2%	-2%	-1%
Nc1ccc(Cl)cc1 reads 2%	4%	1%
CSSC reads 3%	-6%	2%
CCCCCOC(=O)c1ccccc1C(=O)OCCCCC reads -4%	2%	3%
ClCC(Cl)CCl reads 14%	7%	-5%
Nc1ccc(Cc2ccc(N)c(Cl)c2)cc1Cl reads 4%	0%	2%

(listing goes on)
SMILES	ALDH1A1 block	aGlu spleen mod	GLA spleen mod
C=CCc1cc(OC)c2c(c1)OCO2	?	3%	1%
CCOS(C)(=O)=O	5%	5%	-8%
CCOc1ccc(N)cc1	5%	4%	-4%
O=C(c1csnn1)N1CCC2(CC1)CN(Cc1ccncc1)C2	-13%	1%	1%
O=C(c1csnn1)N1CCC[C@@]2(CCN(Cc3ccncc3)C2)C1	?	-7%	0%
C[C@]12C/C(=C/O)C(=O)C[C@@H]1CC[C@@H]1[C@@H]2CC[C@@]2(C)[C@H]1CC[C@]2(C)O	0.071µM*	4%	0%
COc1ccc(N)cc1	?	-7%&0%	9%&6%
CN1C[C@H](C(=O)N[C@]2(C)O[C@@]3(O)[C@@H]4CCCN4C(=O)[C@H](Cc4ccccc4)N3C2=O)C=C2c3cccc4[nH]cc(c34)C[C@H]21	?	-5%	8%
FC(Cl)(Cl)Cl	8%	1%	0%
N#CCCCl	8%&-8%	-11%&5%	7%&0%
Oc1c(Cl)cccc1Cl	15%	-10%	-3%
c1ccc(CN2CCCC3(CCNCC3)C2)cc1	10%	-1%	-4%
CN1CCC2(CC1)CCN(C(=O)Oc1ccccc1)CC2	6%	-4%	5%
Nc1ccc([N+](=O)[O-])cc1	?	-2%	-8%
CCCC[N+](=O)[O-]	?	7%	-2%

This is a subset; rates above refer to the full screens.
